# CASP6 VEID inh: human caspase-6 inhibitors, primary screen, biochemical, VEID-R110 fluorescence, single point, set 2 | P55212 | purified caspase-6, Z-VEID-R110 cleavage fluorescence | inhibition, % at 12.5 µM | 0.53% of 350,000 active | AID 686996, 2013;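 active = mean inhibition across replicates at least about 35%, with every replicate also reaching that limit, limit read from the data; inconclusive = only one of the two criteria met; inactive = neither criterion met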;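 note: 0% = median of neutral control wells and 100% = no fluorescence left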
# Target sequence (P55212 24-179 limits assumed): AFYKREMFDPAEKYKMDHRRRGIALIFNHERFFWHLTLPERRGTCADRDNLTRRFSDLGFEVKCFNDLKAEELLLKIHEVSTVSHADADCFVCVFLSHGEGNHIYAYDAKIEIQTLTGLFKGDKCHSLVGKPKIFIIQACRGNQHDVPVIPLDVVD
# Target sequence (P55212 194-293 limits assumed): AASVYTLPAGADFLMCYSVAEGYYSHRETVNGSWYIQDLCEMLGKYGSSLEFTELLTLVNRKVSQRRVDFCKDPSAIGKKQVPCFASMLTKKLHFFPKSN
# Xi reactivation: activators of inactive X chromosome reactivation, primary screen, imaging, XiGFP fibroblasts, GFP high-content imaging, set 2 | XiGFP mouse fibroblasts, % GFP-positive cells imaging, 3 d; cells co-treated with 5-aza-dC sensitizer; scaled so ellipticine positive control = 100% | activation, % at 7.58 µM | 0.055% of 360,000 active;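 active = mean normalized replicate activation at least 10% and every replicate at or above 10%; inconclusive = only one of the two criteria met; inactive = mean below 10% and not all replicates reach 10%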;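 note: 0% = median of on-plate neutral control wells and 100% = ellipticine 6 µM median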
#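 Material: SV40-immortalized XiGFP fibroblast cells, line 68-5-11 | Buffer or medium: DMEM containing 5-aza-dC | Dosing: One concentration, pinned | Times: 3 d treatment, 15 min room-temperature fixation | Controls: Ellipticine 6 µM positive control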
# RAD54 branch: inhibitors of human RAD54 branch migration, primary screen, biochemical, fluorescence, single point | DNA repair and recombination protein RAD54-like (Homo sapiens), Q92698 | RAD54 Holliday junction branch migration, FAM/BHQ fluorescence | inhibition, % at 10.4 µM | 0.14% of 360,000 active | AID 602329, 2012;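 active = mean normalized replicate activity at least 40 and at least half of replicates scoring 40 or more; inconclusive = only one of the two criteria met; inactive = mean below 40 and under half of replicates reaching 40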;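 note: 0% = median of neutral control wells and 100% = median of positive control wells; inhibitors cause a drop in the FAM fluorescence signal; in these data hits start at about 50%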
# Target sequence (Q92698 whole entry, looked up): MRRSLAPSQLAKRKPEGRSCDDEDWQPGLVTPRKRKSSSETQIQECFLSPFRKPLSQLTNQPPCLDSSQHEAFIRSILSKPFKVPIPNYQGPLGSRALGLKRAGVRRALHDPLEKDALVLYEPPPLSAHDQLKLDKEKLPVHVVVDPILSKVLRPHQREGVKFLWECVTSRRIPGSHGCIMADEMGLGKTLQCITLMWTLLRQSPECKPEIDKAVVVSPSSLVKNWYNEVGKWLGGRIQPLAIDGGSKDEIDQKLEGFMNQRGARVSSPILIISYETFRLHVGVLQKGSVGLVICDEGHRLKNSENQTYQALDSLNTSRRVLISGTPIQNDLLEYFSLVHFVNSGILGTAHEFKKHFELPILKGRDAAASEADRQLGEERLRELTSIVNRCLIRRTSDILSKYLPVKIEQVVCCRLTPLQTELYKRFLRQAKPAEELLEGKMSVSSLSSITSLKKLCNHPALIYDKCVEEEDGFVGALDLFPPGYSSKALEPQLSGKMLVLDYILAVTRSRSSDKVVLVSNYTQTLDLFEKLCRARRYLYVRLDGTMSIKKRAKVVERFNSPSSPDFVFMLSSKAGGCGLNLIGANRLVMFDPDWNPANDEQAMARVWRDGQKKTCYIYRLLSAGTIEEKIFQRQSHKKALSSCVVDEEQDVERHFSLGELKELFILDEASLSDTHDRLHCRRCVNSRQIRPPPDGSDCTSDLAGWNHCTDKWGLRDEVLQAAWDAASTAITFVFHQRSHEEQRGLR
# GSIS activator: GLuc luminescence reporter in INS-1E cells, primary screen for activators of glucose-dependent secretion of insulin; 0.61% of 370,000 active; INS-1E GLuc reporter insulin secretion, 2-3 h; AID 743287, 2014; activation, % at 16.6 µM;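 active = lowest replicate activation of at least 40%, so every replicate reaches that level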;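 note: 0% = median of neutral control wells and 100% = median of IBMX positive control wells; some compounds called inactive have numbers as strong as hits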
# DENV2 CPE: inhibitors of DENV2 cytopathic effect, primary screen, cell-based, plate reader, single concentration; DENV2-infected cells, cytopathic effect rescue; CPE inhibition, % at 9.99 µM; 1.7% of 350,000 active; in the data active = CPE inhibition above about 20%, passing the limit was not always enough; inconclusive = no clear call, values can overlap the other calls; tested in BHK-21 cells;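 note: 0% = median of neutral control wells and 100% = median of positive control wells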
# E-sel inducer: E-selectin induction in HUVECs, primary screen, imaging, HUVEC, immunofluorescence imaging, single point; P16581; normalized: neutral wells 0, TNF-alpha wells 100; activation, % at 7.58 µM; 0.37% of 260,000 active; AID 686992, 2013;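 active = mean E-selectin-positive cell signal at least 10% of the positive control, reached in at least 60% of replicates, without over 20% cell loss; inconclusive = no rule given, readout overlaps actives, possibly toxicity-flagged; inactive = the rest, including those meeting only one limit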;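 note: in these data hits start at about 27%; measured in HUVEC primary endothelial cells; signal is the percent of cells scored E-selectin positive by PE staining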
#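 System: HUVEC, human umbilical vein endothelial cells; quantity: 3,000 cells/well; buffer or medium: EGM-2 medium, gelatin-coated wells; dosing: single-point compound dose; detection: immunofluorescence imaging; evaluation: % PE-positive cells; benchmarks: TNF-alpha, DMSO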
# RAD52 anneal inh: RAD52 DNA annealing inhibitors, primary screen, biochemical, FRET, single point, set 2; DNA repair protein RAD52 homolog (Homo sapiens), P43351; recombinant RAD52 DNA annealing, FRET fluorescence; inhibition, % at 18.7 µM; 0.46% of 360,000 active; AID 651710, 2012;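 active = every replicate showing at least 50% inhibition; inconclusive = mean inhibition at least 50% but not in every replicate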
# CFTR F508del cor: F508del CFTR correction, initial screen, CFBE line, single point; 0.36% of 350,000 active; activity (quench increase), % at 7.58 µM; CFBE cells, YFP halide quenching; stimulated with forskolin plus potentiator P3; % fluorescence drop versus neutral controls;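 active = mean added fluorescence quench of at least 8% versus neutral control, with both replicates also reaching 8%; inconclusive = only one of the mean or replicate conditions met; inactive = mean below 8% and not both replicates reaching 8%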;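 note: cells transiently co-express mutant CFTR-F508del with the halide-sensitive YFP; corrector assay measuring rescue of mutant channel to the surface after 24 h compound exposure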
# The depositor's hits bear a star; ? = inconclusive; / = not tested or not shown; & = joins results of further samples.
SMILES,CASP6 VEID inh,Xi reactivation,RAD54 branch,GSIS activator,DENV2 CPE,E-sel inducer,RAD52 anneal inh,CFTR F508del cor
Cc1ccc(C(=O)NCCNC(=O)c2ccc(C)o2)o1,4.5,0.2,-1.2,35.0,?,/,-11.6,-2.2
Cc1ccc(C(=O)NCCc2csc(C)n2)cc1,1.1,-0.1,-4.1,15.4,-5.1,0.0,-5.5,-0.7
CS(=O)(=O)Nc1ccc2c(c1)[C@H]1C[C@H](CC(=O)N3CCCCC3)O[C@H](CO)[C@H]1O2,/,0.0,-4.8,-4.4,/,0.2,/,2.9
CNC[C@H]1Oc2c(NS(=O)(=O)c3cccs3)cccc2C(=O)N([C@H](C)CO)C[C@@H]1C,-4.8&-2.7,0.1&0.0,-1.7&-0.9,7.1&3.1,-1.7&-4.6,0.0&-0.1,2.4&-4.4,-0.7&-1.7
CCC(=O)Nc1ccc2c(c1)C(=O)N(C)[C@@H]1CC[C@@H](CC(=O)NCC3CC3)O[C@@H]1CO2,0.2,0.4,2.7,5.4,7.2,0.0,3.0,-2.7
CC1(C(=O)NCc2ccco2)Cc2c(-c3ccc(C(N)=O)cc3)ccnc2O1 (stereo not given),-2.0,0.2,-0.3,/,39.9*,/,-57.9,-0.3
O=C(NNc1cc(Cl)ccc1Cl)C1CCC1,1.2,0.3,6.4,-3.3,5.2,5.2,8.9,-3.1
CCC(=O)N1CCc2cc(Br)cc(S(=O)(=O)NC3CCN(Cc4ccccc4)CC3)c21,-1.5,0.5,-24.6,-1.7,3.7,0.0,-20.0,0.3
C[C@H](NC(=O)c1ncn2c1c(=O)[nH]c1ccc(Br)cc12)c1ccccc1,-3.2,0.0,-2.9,-6.3,-2.5,7.3,-9.7,-1.1
CO[C@@H]1CN(C)C(=O)c2ccc(NC(=O)C3CCCC3)cc2OC[C@@H](C)N(C)C[C@H]1C,-2.0,0.0,10.6,1.6,-1.4,-0.3,3.8,2.9
COc1cccc(NC(=O)CN(C)C(=O)CNC(=O)c2ccc(Oc3ccccc3)cc2)c1,1.3,0.0,/,-20.7,3.5,-1.1,-8.9,1.8
COc1ccc(CN(C)C[C@@H]2Oc3ccc(NC(=O)Nc4ccccc4)cc3C(=O)N([C@@H](C)CO)C[C@@H]2C)cc1,/,-0.1,3.1,10.2,-1.2,-0.2,20.6,1.3
CC(c1ccccc1)C1CC(=O)N(CC(=O)O)C1=O (stereo not given),2.7,/,-9.8,18.3,-1.3,/,-2.1,2.5
COCCNc1oc(-c2cccs2)nc1S(=O)(=O)c1ccc(C)cc1,1.6,0.0,-2.5,/,-3.2,0.2,-8.6,3.0
Cc1ccc(S(=O)(=O)N(C)C[C@@H]2Oc3ccc(NC(=O)C4CC4)cc3C(=O)N([C@@H](C)CO)C[C@H]2C)cc1,2.1,-0.8,6.0,7.2,4.4,21.2,11.4,3.0
Nc1nc2n[nH]nc2c(=O)[nH]1,-2.9,/,-2.1,/,-1.3,/,-3.5,-3.6
COc1ccc(NC(=O)N(C)C[C@H]2Oc3ncc(-c4ccc(C#N)cc4)cc3C(=O)N([C@H](C)CO)C[C@H]2C)cc1,2.3,-0.8,-0.8,25.9,-3.7,-0.2,9.3,-5.3
Cn1c(N)c(C(=O)COC(=O)CC(NC(N)=O)c2ccc(Cl)cc2)c(=O)n(C)c1=O (stereo not given),0.8,0.0,/,3.3,-0.8,-0.3,-16.1,-1.1
COc1ccc(-c2csc(N(CCCN(C)C)C(=O)c3ccc(Br)cc3)n2)cc1,-17.3,0.0,17.4,-33.6,-9.5,/,58.1*,-7.9
Cc1ccc(C(=O)NCC(=O)Nc2ccc3c(c2)CCC3)cc1C,-0.4,-0.1,-4.5,18.6,-2.0,-0.2,-5.2,-0.4
CC(=O)Nc1cccc(C(=O)OCC(=O)NC(=O)c2ccccc2)c1,-1.0,-0.1,0.2,4.8,19.6,-0.2,-9.0,-2.8
NC(=Nc1nc(-c2ccccn2)cc2ccccc12)c1ccccn1,-8.3,1.8,/,34.2,7.6,0.1,-1.3,-3.0
CCCCC(=O)Nc1ccc(C(=O)NNC(=S)NC(=O)c2ccccc2[N+](=O)[O-])cc1,1.9,-0.2,-2.8,15.6,-3.9,0.0,-22.5,2.4
CC1CCCC(NC(=O)c2cc(-c3ccncc3)nc3ccccc23)C1C (stereo not given),-0.1,0.1,8.3,4.3,-3.5,4.2,-4.2,-1.0
O=C(CN1CCCC1)Nc1ccc2c(c1)CCC2,-0.4,0.0,/,-7.2,-7.1,-0.3,-16.7,-0.4

# Next entries follow.
SMILES,CASP6 VEID inh,Xi reactivation,RAD54 branch,GSIS activator,DENV2 CPE,E-sel inducer,RAD52 anneal inh,CFTR F508del cor
Cc1ccc(-c2cnc3c(c2)C(=O)N([C@H](C)CO)C[C@@H](C)[C@@H](CN(C)C)O3)cc1,0.5,-1.2,-3.7,18.7,17.4,-2.6,0.0,-0.2
C[C@@H]1COC(=O)[C@@H](CC(=O)OC(C)(C)C)C/C=C\C[C@@H](CC(=O)NCCO)C(=O)N1,-0.5,-0.2,-8.3,-3.4,24.2*,/,-14.0,-1.8
N#Cc1cccc(Nc2c3c(nc4ccccc24)CCC3)c1,-0.8,0.0,7.1,13.9,-6.9,-0.4,-6.2,-0.3
CC(C)(C)OC(=O)NCCc1nc(NC(=O)OCc2ccccc2)sc1C(=O)O,-0.6,0.4,/,22.9,1.0,0.0,-20.2,2.1
Cc1ccc(CNC(=O)COc2ccc(C)nc2[N+](=O)[O-])cc1,1.4,0.0,-1.7,36.7,1.3,0.2,-13.1,/
Cc1ccccc1C(=O)NC1CCN(CC(=O)Nc2ccc3c(c2)OCO3)CC1,-3.1,-0.1,/,-4.3,-2.7,/,-22.3,-1.0
CCS(=O)(=O)c1nc(S(=O)(=O)c2ccc(Cl)cc2)c(N2CCC(C(N)=O)CC2)s1,3.4,0.2,-0.3,23.1,?,/,-1.6,-0.6
CCS(=O)(=O)Nc1ccc2c(c1)C(=O)N(C)[C@@H]1CC[C@@H](CC(=O)N3CCN(C)CC3)O[C@H]1CO2,-1.7,0.0,9.0,11.3,-1.6,-0.1,13.2,3.6
O=C(Nc1ccccc1)N1CCc2c([nH]c3ccccc23)C1C(F)(F)F (stereo not given),-3.0,0.2,-3.9,-52.8,1.0,0.1,-4.8,-31.5
CC(C)C[C@H]1CNC(=S)N1CC1CCCN1C[C@H](Cc1ccc(O)cc1)N1C[C@H](Cc2ccccc2)N(CC2CCCCCC2)C1=S (stereo not given in full),2.2,0.0,-12.6,8.6,9.6,0.8,-12.7,1.9
COc1cc2c(C)nc3c(c(C)nn3-c3ccccc3)c2cc1OC,-1.4,-0.2,-4.7,16.6,18.5,1.1,-4.0,-2.9
C[C@@H]1CN([C@H](C)CO)C(=O)c2cc(C#CC3CCCCC3)cnc2O[C@H]1CN(C)C,/,-0.9,/,-2.1,/,-0.2,/,0.5
CC1(C(=O)NC2CCCCCC2)CCN1C(=O)C1(c2ccccc2)CC1 (stereo not given),3.6,0.0,10.6,-2.2,-2.7,-0.2,-11.4,2.0
O=C(c1ccc(Cl)cc1)N(Cc1ccco1)C1CCS(=O)(=O)C1 (stereo not given),-2.0,-0.2,6.2,1.1,-4.9,-0.6,-0.5,-0.2
CCn1c2ccccc2c2cc(CN3CCN(S(=O)(=O)CC)CC3)ccc21,-3.3,0.0,/,-19.0,8.0,2.8,-17.3,2.2
O=C1CC(c2ccccc2)CN1S(=O)(=O)c1ccccc1 (stereo not given),2.1,0.6,0.9,-1.3,-1.0,0.0,-11.4,-3.6
COc1ccc(CNC(=O)C(=O)NCc2ccncc2)cc1,-2.3,0.0,/,10.0,-1.8,/,9.0,-1.9
O=C(NC(=S)Nc1ccc2oc(=O)ccc2c1)c1ccccc1F,0.4,-0.1,0.3,18.7,-7.4,0.1,-6.4,0.5
C=CCOc1ccc(Cl)cc1-c1noc(-c2csc([C@H]3C[C@H](O)[C@@H](CO)O3)n2)n1,-0.8,0.0,-1.1,26.9,-13.9,-0.1,-5.9,2.5
COc1ccc2c3c([nH]c2c1)[C@@H](CO)N(C(=O)c1ccccc1)CC31CCN(C)CC1,0.3,0.9,/,-0.7,31.0*,-0.2,-2.9,-1.0
COc1ccc(-c2nc(CS(=O)CC(=O)NCCc3ccc(OC)c(OC)c3)c(C)o2)cc1 (stereo not given),1.4,0.0,/,5.4,-1.7,1.6,-13.5,0.4
C[C@H]1CCCCO[C@@H](CN(C)Cc2ccc3c(c2)OCO3)[C@@H](C)CN([C@@H](C)CO)C(=O)c2cc(N(C)C)ccc2O1,-2.4,0.5,-5.5,13.8,6.6,/,7.1,-0.9
Cc1ccc(Cl)cc1NC(=S)N(Cc1cccnc1)Cc1ccccc1Cl,-1.9,0.1,-7.4,-5.4,4.3,/,-29.3,2.0
COc1cc(C2(c3ccc(O)c(OC)c3)C(=O)N(C)c3ccc(Br)cc32)ccc1O,2.4,0.4,/,-6.3,0.5,/,-1.2,/
O=C(C(=O)N1CCN(S(=O)(=O)c2cccc(C(F)(F)F)c2)CC1)c1cccc(C(F)(F)F)c1,1.0,0.2,/,/,0.9,0.0,-0.3,-4.2

# Further entries
SMILES,CASP6 VEID inh,Xi reactivation,RAD54 branch,GSIS activator,DENV2 CPE,E-sel inducer,RAD52 anneal inh,CFTR F508del cor
COCC(=O)N1CC(=O)N2[C@H](CO)[C@H](c3ccc(Br)cc3)[C@@H]2C1,-1.7,0.3,/,0.7,-0.7,-0.3,-1.7,1.5
COCCCNC(=S)NNC(=O)c1ccc(C(C)(C)C)cc1,-0.3,0.0,/,1.3,-0.3,/,-12.7,1.5
C[C@@H]1CN([C@@H](C)CO)C(=O)Cc2cc(NC(=O)CCCN(C)C)ccc2O[C@H]1CN(C)C(=O)Nc1ccc(F)cc1,0.8,0.1,0.7,-0.2,?,-5.6,-30.0,2.3
CCN(CC)S(=O)(=O)c1ccc(Cl)c(C(=O)Nc2ccc(Cl)cc2[N+](=O)[O-])c1,-0.8,0.1,17.2,-12.4,/,/,1.6,0.1
O=C1c2ccccc2C(=O)N1c1ccc(Br)c2cccnc12,2.8,0.0,-6.0,-5.1,-3.9,/,-22.9,-3.2
S=C(NCCc1ccccc1)Nc1ccc(Nc2ccccc2)cc1,2.3,0.0,-0.9,-4.5,-3.9,/,-15.3,1.8
CN(C(=O)c1ccncc1)C1CCCCC1,0.4,0.0,-0.3,2.3,-0.7,-0.1,3.1,-1.0
Cc1ccc(OC(=O)CCC(=O)Nc2ccc(C(N)=O)cc2)cc1,1.8,-0.1,3.1,5.9,7.1,0.4,-1.4,-1.5

# Assay outcomes from PubChem.
